Bioassay records as filed in PubChem.
mcGAS MS inh: mouse cGAS inhibition by mass spec | Q8C6L5 | recombinant mouse cGAS, cGAMP by RapidFire MS | inhibition, % at 12.5 µM | 130,000 tested, 0.18% active;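 active = inhibition of cGAS enzyme activity at or above 60%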;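 note: enzyme stimulated by 45 bp dsDNA with ATP and GTP substrates; cGAMP share of summed cGAMP plus half ATP and half GTP signals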
Target sequence (Q8C6L5 whole entry, looked up): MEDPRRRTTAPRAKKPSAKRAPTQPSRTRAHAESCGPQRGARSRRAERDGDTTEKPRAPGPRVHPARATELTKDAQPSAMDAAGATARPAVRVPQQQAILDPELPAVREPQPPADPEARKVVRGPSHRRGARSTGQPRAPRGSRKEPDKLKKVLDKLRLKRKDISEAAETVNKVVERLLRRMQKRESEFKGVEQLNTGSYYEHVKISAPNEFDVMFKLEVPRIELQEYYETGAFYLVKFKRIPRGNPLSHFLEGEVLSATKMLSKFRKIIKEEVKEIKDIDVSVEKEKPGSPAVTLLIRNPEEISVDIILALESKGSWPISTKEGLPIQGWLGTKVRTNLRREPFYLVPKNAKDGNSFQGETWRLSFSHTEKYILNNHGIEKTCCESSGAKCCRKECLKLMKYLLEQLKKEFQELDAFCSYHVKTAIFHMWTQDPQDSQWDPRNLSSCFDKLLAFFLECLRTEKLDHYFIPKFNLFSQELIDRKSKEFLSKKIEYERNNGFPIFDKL
Starred values were filed as active, the others as inactive; & = joins results of further samples. Not all compounds are listed. The share of hits here may be higher or lower than overall.

Molecule | mcGAS MS inh
COCCNC1=CC(=O)CC(C)(C)C1 | -15
CCC(=O)NS(=O)(=O)c1ccc(-c2c(-c3ccccc3)noc2C)cc1 | -3
CCN(Cc1ccccc1OC)CC1CCCN(CCc2cccc(OC)c2)C1 (stereo unspecified) | -7
CCOC(=O)C1CCCN(Cc2nc(-c3cccs3)no2)C1 (stereo unspecified) | -11
CCOc1ccc(Nc2nc(N)c([N+](=O)[O-])c(NCCO)n2)cc1 | -6
Nc1cccc(-n2ccnc2-c2ccccn2)n1 | 42
CCC(=O)C1=C(c2ccc(C(C)(C)C)cc2)N(C(=O)CC)n2c(CC)nnc2S1 | -3
c1cn(Cc2ccsc2)c(-c2cnc[nH]2)n1 | -11
COc1ccccc1C(=O)Nc1ccnn1C1CCN(C(=O)C2=C(C)OCCO2)CC1 | -2
O=C(c1ccccc1Br)n1cc(C(F)(F)F)ccc1=O | 18
CC(C#N)CSc1nnc(-c2c[nH]c3ccccc23)n1C1CC1 (stereo unspecified) | -11
FC(F)c1cc(C2CC2)[nH]n1 | -21
CC1(C)C(=O)Nc2ccccc2N1C(=O)CN1CCN(S(=O)(=O)c2ccccc2)CC1 | 8
COc1cc(-c2nc3sc4c(c3c(=O)[nH]2)CCCS4)ccc1O | -7
CC1(C(=O)NS(=O)(=O)c2ccc(Cl)cc2)CCN1C(=O)CC1CCCC1 (stereo unspecified) | -4
CCCn1ncc(C(=O)N2CCCC(C(=O)c3nccn3C)C2)c1C (stereo unspecified) | -9
C=CCn1nnc2sc3c(c2c1=O)CCC(C)C3 (stereo unspecified) | 4
CC(CNC(=O)c1csc(-c2ccco2)n1)N1CCCC1 (stereo unspecified) | -5
CCc1ccc(C(=O)OC(C#N)C2CCCC2)o1 (stereo unspecified) | 3
Cc1cc(COc2cccc(C(=O)NCCO)c2)c2ccccc2n1 | 1
COC(=O)[C@@H]1C[C@H](NC(=O)C2(Nc3ccc(C)cc3)CCCC2)CN1C | -5
CC1CCN(Cn2cnc3c2c(=O)n(C)c(=O)n3C)CC1 | 0
CN1CCCCC1CCN1CCN(C/C=C/c2ccccc2)CC1 (stereo unspecified) | -22
Nc1cc(=O)[nH]c2nnc(SCc3ccc(Cl)cc3Cl)n12 | -13
CC(=O)N1CCc2cc(NC(=O)C3(C)CCN3Cc3ccccc3OC(F)F)ccc21 (stereo unspecified) | -6
Clc1ccc(C2CC(c3ccccc3)=Nc3ncnn32)c(Cl)c1 (stereo unspecified) | -5
Cc1c(C)n2c3c(=O)n(CC(N)=O)c(=O)n(C)c3nc2n1CC(C)C | 0
CCC(C)c1ccc(NC(=O)COc2nnc3ccccn23)cc1 (stereo unspecified) | -11
CC(NC(=O)CON=Cc1cccs1)C1CC2CCC1C2 (stereo unspecified) | -4
Cn1c(-c2nc(C(=O)N3CCN(c4ccccn4)CC3)cs2)cc2ccccc21 | -4
CCSc1nc2c(c(=O)n(C)c(=O)n2C)n1Cc1ccccc1 | -4
O=C(CC1CSc2nc3c(c(=O)n21)CCC3)N1CCN(c2cccc(Cl)c2)CC1 (stereo unspecified) | 1
CCCCC(=O)Nc1ccc(Nc2nc(C)cc(N3CCOCC3)n2)cc1 | -10
C=C(C)CNc1ccc(C(=O)N2CCC(Cn3cccn3)CC2)cn1 | -5
CC(C)(C)C(Cn1ccnc1)NS(=O)(=O)NCc1ccccc1 (stereo unspecified) | -17
CC(=O)Oc1c(-c2ccc(N)cc2)c(-c2ccccc2F)nn1-c1ccc(C)cc1C | -5
O=c1cc(N2CCN(Cc3ccccc3)CC2)[nH]c(=O)n1-c1ccc(Cl)cc1 | 6
O=C(CCc1cscn1)NC1(c2ccc(Cl)cc2)CC1 | -6
CCOc1nn(CC)cc1C(=O)NCC1CCCO1 (stereo unspecified) | -12
CCNC(=O)NC(=O)COC(=O)c1oc2ccccc2c1C | 0
Cc1cnccc1N1CCCN(Cc2ccc(Sc3nncn3C)o2)CC1 | -3
COc1cc(F)ccc1NC(=O)CCNS(=O)(=O)c1ccc2c(c1)CCCC2 | -11
Cc1nc(NC2CCS(=O)(=O)C2)c2c3c(sc2n1)CCC3 (stereo unspecified) | -12
O=c1c(Cl)c(NCc2cccnc2OC2CCCC2)cnn1-c1ccc(F)cc1F | -2
O=C(Nc1ncn[nH]1)C1CC1c1ccc(Cl)cc1Cl (stereo unspecified) | 20
CCN(CC)Cc1cnc2c(C(=O)N3CCC(c4ccccc4)CC3)cnn2c1 | -23
CCCc1nnc(C(=O)N2CCC(O)(c3ccc(C)cn3)CC2)o1 | -1
O=C(NCCC(F)(F)F)c1cnc(N2CCN(Cc3ccccc3)C2=O)s1 | -8
COc1cccc2cc(-c3cn(-c4cccc(C)c4)c(=S)[nH]3)c(=O)oc12 | -5
COc1ccc(CNC(=O)c2sc(=O)n(Cc3ccc(F)cc3)c2C)cc1 | -6

(list continues)
Molecule | mcGAS MS inh
CCC/C=C/c1cc(C(=O)O)cc(S(=O)(=O)N2CCCC2)c1 | -10
CCN(CCO)Cc1csc2c(F)c(F)c(F)c(F)c12 | -9
Oc1c(C(Nc2nccs2)c2cccnc2)ccc2cccnc12 (stereo unspecified) | -9
COc1ccc(C(O)C(=O)N2CCC(O)(CO)CC2)cc1 (stereo unspecified) | -8
CC(=O)Nc1ccc(CN2CCCC(CO)(Cc3ccccc3C)C2)cc1 (stereo unspecified) | -3
CC1CCCC(C)N1NC(=O)Cc1c(Cl)cccc1Cl (stereo unspecified) | -4&7
Cc1cn(C(=O)c2ccccc2)c(=O)[nH]1 | 0
N#Cc1ccc(CSC2=NCCN2)cc1 | -5
CCCC(NC(=O)Cn1nnn(-c2ccccc2)c1=O)c1ccccc1 (stereo unspecified) | -3
COCCn1c(N)c(N(Cc2ccccc2)C(=O)c2occc2C)c(=O)[nH]c1=O | -30
COCCNC(=S)NNc1c(Cl)cc(Cl)cc1Cl | -5
CNC(=O)C(C)N(C)C(=O)c1cc2c(n(C)c1=O)CCCC2 (stereo unspecified) | -15
COc1ccc(-c2ccc(C)c(NC(=O)c3ccccc3)c2)nn1 | 0
CC(C)C(=O)N1CCC(N(C)Cc2nc3ccccc3n2C)CC1 | -2
COCc1c(C(=O)N(C)Cc2ccc(C)o2)noc1C | -7
CCCc1noc(CN2CCCC2C(=O)Nc2nccs2)n1 (stereo unspecified) | 2
O=C(Cn1c2ccccc2n2ncnc12)c1cccs1 | -3
CCC1(C)NC(=O)N(N=Cc2ccccc2)C1=O (stereo unspecified) | -2
COc1ccc(C(C)O)cc1CSc1nc2ccccc2s1 (stereo unspecified) | -1
O=S(=O)(c1ccc(OCCN2CCCc3ccccc32)cc1)N1CCOCC1 | 5
O=C(OCc1nc(-c2cccs2)no1)C1CC2CCCC(C1)C2=O (stereo unspecified) | -14
COC(=O)c1cc(OC)c(OC)cc1NC(=O)COc1ccc(Br)cc1 | -7
NC(=O)CCOc1ccccc1NC(=O)NC1CCOc2ccccc21 (stereo unspecified) | -9
CCn1nc(C)c(C(=O)NCc2cc(-c3ccc(C)cc3)on2)c1C | -4
CCN(Cc1nc2cc(Cl)ccc2c(=O)[nH]1)C(=O)COc1cc(C)ccc1Cl | -4
Cc1nc2ccccc2nc1CN1CCCC(C(=O)Nc2cccc(-n3cccn3)c2)C1 (stereo unspecified) | -2
COc1cc(C)c(NC(=O)c2cnccn2)cc1OC | -11
O=c1[nH]c(-c2ccc(Br)cc2)nc2sc3c(c12)CCCC3 | 42
Cc1nc(CN2CCCCC2CCNS(C)(=O)=O)sc1C (stereo unspecified) | -43
c1ccc2oc(-c3ccc(C4NCCc5[nH]cnc54)cc3)cc2c1 (stereo unspecified) | -4
CCOC(=O)C1(C)CCCN1C(=O)c1ccc2ccccc2c1 (stereo unspecified) | 2
COc1cc(Cl)cc(C(=O)N2CCC(O)(CN(C)C)C2)c1 (stereo unspecified) | -28
O=C(c1ccc2ncc(I)n2c1)N1CCCCCCC1 | -37
O=C(NC1CCS(=O)(=O)c2ccccc21)C1CCCN(C(=O)c2ccco2)C1 (stereo unspecified) | -5
Cc1cc(C)c2c(CC(=O)N3CCCC4(CNC(=O)O4)C3)coc2c1C (stereo unspecified) | -20
O=C1CN(C(=O)CC(c2ccccc2)c2ccc(Cl)cc2)CCN1 (stereo unspecified) | -4
CN1C(=O)C2(CCCN(C(=O)C(=O)Nc3cccc(F)c3)C2)c2ccccc21 (stereo unspecified) | -14
CCc1[nH]c2ccc(CNC(C)Cn3nc(C)cc3C)cc2c1C (stereo unspecified) | 0
CCC1CCCCN1C(=O)c1ccc(F)c(NS(C)(=O)=O)c1 (stereo unspecified) | -17
OCCCN1CCC(c2cccc(F)c2)C1 (stereo unspecified) | -9

Shown as labelled records: part of the list above.
Structure: CN1C(=O)C2(CCCN(C(=O)C(=O)Nc3cccc(F)c3)C2)c2ccccc21 (stereo unspecified)
  mcGAS MS inh: -14
Structure: CCc1[nH]c2ccc(CNC(C)Cn3nc(C)cc3C)cc2c1C (stereo unspecified)
  mcGAS MS inh: 0
Structure: CCC1CCCCN1C(=O)c1ccc(F)c(NS(C)(=O)=O)c1 (stereo unspecified)
  mcGAS MS inh: -17
Structure: OCCCN1CCC(c2cccc(F)c2)C1 (stereo unspecified)
  mcGAS MS inh: -9

Later entries:
Molecule | mcGAS MS inh
N#CC1(NC(=O)Cc2c[nH]c3cc(F)ccc23)CCCCC1 | 1
CCOCCN1CCN(Cc2cn3c(C)cc(C)nc3n2)CC1 | 2
N#Cc1ccc(-c2ccc(OCC(=O)NN3Cc4ccccc4C3=N)cc2)cc1 | 13
COc1cccc(CCC2CCCN(C(=O)c3cccnc3)C2)c1 (stereo unspecified) | -11
O=C(COc1cccc2ccccc12)NCCc1ccccc1 | 0
CCn1ccnc1CN1CCC(CO)(CC2CCCCO2)CC1 (stereo unspecified) | -3
CC(SCCC(=O)N(CC#N)CC#N)c1ccccc1F (stereo unspecified) | -8
Cc1nsc(NC(=O)N2CCCN(c3ccc(F)cc3)CC2)n1 | -16
CCC(C)Cc1c(C)sc2nc(CSc3nnnn3C3CCCC3)[nH]c(=O)c12 (stereo unspecified) | -3
Cc1nnc(SCC(=O)NCC(C)N(C)c2ccccc2)s1 (stereo unspecified) | -9
CCC(CCl)NC(=O)c1cccc(C(=O)NC(CC)CCl)n1 (stereo unspecified) | -4
O=C(OCc1nnsc1Cl)c1cccc(N2CCCS2(=O)=O)c1 | 4
CSC1=NC2(C)CCCCC2C12C=CC(=O)C=C2 (stereo unspecified) | -25
Cc1c(O)ccc(/C=N\Nc2ccc3nnc(C)n3n2)c1O | 3
Nc1c(Cl)cc(NS(=O)(=O)c2cccc(F)c2)cc1Cl | 10
CCn1c(C)nnc1SCCn1cnc(-c2ccccc2)c1-c1cnn(C)c1 | -6
CC(C)CCCC1CN(C(=O)c2cnc(C(C)C)[nH]c2=O)CCO1 (stereo unspecified) | -19
CC1C(OC(=O)C2CCCN2C(=O)C(C)(C)C)CC2CC1C2(C)C (stereo unspecified) | -7
Cc1ccc(-c2csc(C=Cc3ccc4c(c3)OCO4)n2)cc1 | -11
O=C1c2ccccc2-c2onc3c(N4CCOCC4)cc(Nc4ccccc4)c1c23 | 3
Cc1nn(C)c(C)c1CCC(=O)N(Cc1ccc2c(c1)OCO2)C(C)C | -36
CCC(C)C(O)CNC(=O)Nc1ccc(CS(C)(=O)=O)cc1 (stereo unspecified) | 5
Cc1nc(/C=C/C(=O)NC2CCN(c3ncccn3)CC2)cs1 | -9
CCN(CC)CC(=O)Nc1c(Cl)[nH]c2ccccc12 | 0
CCNC(=O)N1CCN(c2nc3cc(Cl)ccc3c3nnc(C4CCCCC4)n23)CC1C (stereo unspecified) | -11
CCC(C)C(NC(=O)c1ccccc1NC(=O)c1ccc(OC)cc1)C(=O)NCC(C)C (stereo unspecified) | -6
Cc1cccc(CNC(=O)C(C2CCCC2)N2CCN(C(=O)COCc3ccccc3)CC2)c1 (stereo unspecified) | 2
CN(C)c1ccccc1CN1CCN(C(=O)CC(F)(F)F)CC1 | 8
COc1cccc(-c2noc3c2CN(C(=O)Cc2cccs2)CC3)c1 | -7
O=[N+]([O-])c1nn(-c2ccccc2)n(O)c1=NC1CCN(Cc2ccccc2)CC1 | -32
c1ccc(-c2noc(N3CCCC3)c2CNCCN2CCOCC2)cc1 | 2
CN(CC1CCCCO1)C(=O)c1cn(C2CCCCCC2)nn1 (stereo unspecified) | -5
Cc1ccc2oc(C(=O)N3CCN4C(=O)CN(C)C(=O)C4C3)c(C)c2c1 (stereo unspecified) | -7
O=C(CNC(=O)c1ccco1)OCc1cccc2ccccc12 | 22
COC(=O)[C@@H]1C[C@@H](O)CN1CCc1ccncc1 | 1
CCOC(=O)N1CCC(C(=O)SCC)=C1C | -1
COc1cccc(NC(=O)C2(C)CCN2Cc2ccccc2Cl)c1 (stereo unspecified) | -8
c1nc2c(c(N[C@H]3COC[C@@H]3N3CCCC3)n1)CCNCC2 | 8
CCOC(=O)C1(CCOc2ccccc2)CCN(Cc2cccc3cnccc23)CC1 | -5
CC1=CC(C)(C)NC(=S)N1c1cccc2ccccc12 | -1
CC(C)(C)c1ccc(OCC(=O)N2CCNC(=O)CC2)c(C(C)(C)C)c1 | 2

Rewritten with the structure last: entries from further up.
| mcGAS MS inh | structure |
| --- | --- |
| -7 | Cc1ccc2oc(C(=O)N3CCN4C(=O)CN(C)C(=O)C4C3)c(C)c2c1 (stereo unspecified) |
| -1 | CC1=CC(C)(C)NC(=S)N1c1cccc2ccccc12 |
| 2 | CC(C)(C)c1ccc(OCC(=O)N2CCNC(=O)CC2)c(C(C)(C)C)c1 |
| 8 | c1nc2c(c(N[C@H]3COC[C@@H]3N3CCCC3)n1)CCNCC2 |
| -5 | CCOC(=O)C1(CCOc2ccccc2)CCN(Cc2cccc3cnccc23)CC1 |
